USP8 inh = inhibitors of human USP8 deubiquitinase; purified USP8, Ub-rhodamine cleavage fluorescence, 30 min; inhibition, % at 20 µM; 47,000 compounds, 4.2% hits; AID 1645853, 2021
USP7 inh = inhibitors of human USP7 deubiquitinase | Ubiquitin carboxyl-terminal hydrolase 7 (Homo sapiens), Q93009 | purified USP7, Ub-rhodamine cleavage fluorescence | inhibition, % at 20 µM | 47,000 compounds, 0.3% hits | AID 1645854, 2021
OTUD3 block = inhibitors of human OTUD3 deubiquitinase; purified OTUD3, Ub-rhodamine fluorescence, 2 h; 47,000 compounds, 0.7% hits; inhibition, % at 25 µM
USP10 block = inhibitors of human USP10 deubiquitinase. 47,000 compounds, 1.1% hits. Ubiquitin carboxyl-terminal hydrolase 10 (Homo sapiens), Q14694. inhibition, % at 20 µM. purified USP10, Ub-rhodamine fluorescence, 60 min
USP17 inh = inhibitors of human USP17 deubiquitinase; Ubiquitin carboxyl-terminal hydrolase 17-like protein 5 (Homo sapiens), A8MUK1; purified USP17, Ub-rhodamine cleavage fluorescence, 3 h; inhibition, % at 50 µM; 47,000 compounds, 6.5% hits; AID 1645855, 2021
Target sequence (A8MUK1 whole entry, looked up): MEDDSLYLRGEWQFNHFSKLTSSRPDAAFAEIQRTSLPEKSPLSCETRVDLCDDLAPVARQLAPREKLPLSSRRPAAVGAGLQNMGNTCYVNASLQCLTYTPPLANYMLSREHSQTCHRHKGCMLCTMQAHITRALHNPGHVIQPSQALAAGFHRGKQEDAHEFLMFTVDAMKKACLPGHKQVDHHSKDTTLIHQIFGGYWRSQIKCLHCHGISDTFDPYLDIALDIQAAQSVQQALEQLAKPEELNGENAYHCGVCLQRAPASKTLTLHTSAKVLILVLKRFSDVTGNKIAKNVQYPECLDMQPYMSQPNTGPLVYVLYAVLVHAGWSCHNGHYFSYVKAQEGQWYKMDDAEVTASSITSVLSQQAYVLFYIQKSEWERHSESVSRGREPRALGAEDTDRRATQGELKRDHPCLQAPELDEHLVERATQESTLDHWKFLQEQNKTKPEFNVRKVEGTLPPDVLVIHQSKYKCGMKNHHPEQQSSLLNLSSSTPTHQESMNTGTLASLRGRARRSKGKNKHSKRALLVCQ
USP28 inh = inhibitors of human USP28 deubiquitinase | Ubiquitin carboxyl-terminal hydrolase 28 (Homo sapiens), Q96RU2 | purified USP28, Ub-rhodamine cleavage fluorescence, 30 min | inhibition, % at 25 µM | 47,000 compounds, 3% hits | AID 1645857, 2021
UCHL1 inh = inhibitors of human UCHL1 deubiquitinase; 47,000 compounds, 0.2% hits; AID 1645859, 2021; purified UCHL1, Ub-rhodamine cleavage fluorescence; inhibition, % at 20 µM; Ubiquitin carboxyl-terminal hydrolase isozyme L1 (Homo sapiens), P09936
Target sequence (P09936 whole entry, looked up): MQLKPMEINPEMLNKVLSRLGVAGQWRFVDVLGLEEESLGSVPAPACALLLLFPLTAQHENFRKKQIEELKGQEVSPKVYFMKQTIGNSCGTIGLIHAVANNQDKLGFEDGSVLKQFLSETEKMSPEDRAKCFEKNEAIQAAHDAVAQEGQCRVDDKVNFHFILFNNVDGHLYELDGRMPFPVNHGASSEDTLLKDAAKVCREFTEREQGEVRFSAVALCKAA
USP30 inh = inhibitors of human USP30 deubiquitinase; inhibition, % at 25 µM; 47,000 compounds, 5.3% hits; AID 1645860, 2021; purified USP30, Ub-rhodamine cleavage fluorescence; Ubiquitin carboxyl-terminal hydrolase 30 (Homo sapiens), Q70CQ3
Active calls of the source: *; i = inactive; . = not tested or not shown. Cut-off read from the data, not from the text of the source: active = inhibition above about 30%; inactive = the rest.

1: Cc1cccc(Nc2nccnc2C2CCCN2C(=O)c2ncoc2C)n1 (stereo not drawn)
2: N#Cc1cn2c(nc1-c1ccc(Cl)cc1)nc1ccccc12
3: CC(C)(O)C(=O)OCC(=O)c1ccc(Cl)cc1
4: COc1ccc(NS(=O)(=O)c2cc(C(=O)N3CCOCC3)ccc2C)cc1
5: CN1C(=O)CCCC12CCCN(C(=O)c1ccc(C(F)(F)F)cc1)C2 (stereo not drawn)
6: O=C(CNCC1CCCO1)Nc1ccc(S(=O)(=O)NC2CCCCC2)cc1 (stereo not drawn)
7: CCCCCN[C@H]1CS(=O)(=O)C[C@@H]1S(=O)(=O)c1ccc(F)c(C)c1
8: CCC(=O)Nc1ccc(C(=O)CN2C(=O)NC(c3ccccc3)(c3ccccc3)C2=O)cc1
9: Cc1ccc(Cl)cc1-n1ncc2c1ncn1nc(C3CCCCC3)nc21
10: Cc1[nH]c(C)c(S(=O)(=O)NC2CCCCC2)c1-c1nnc(C2CC2)o1

screen / no.	1	2	3	4	5	6	7	8	9	10
USP8 inh	10.7	70.9*	1.6	-0.1	-62.7	-3.4	-1.2	-5.9	70.0*	-19.4
USP7 inh	4.7	-9.4	0.8	1.3	3.2	-0.7	-9.2	-7.0	-14.1	-16.3
OTUD3 block	6.7	60.7*	5.8	2.6	6.1	-3.3	-4.5	-22.8	8.1	-13.2
USP10 block	-1.7	52.8*	0.1	2.0	-1.2	-2.0	-2.7	-7.1	-0.8	0.4
USP17 inh	6.1	94.3*	2.3	7.4	-14.0	0.1	-0.7	-7.6	34.2*	-19.5
USP28 inh	0.9	71.4*	1.2	-4.2	-9.3	-1.7	-3.2	-21.1	15.1	-12.6
UCHL1 inh	-0.7	3.2	1.7	-0.8	0.1	-0.1	-6.3	0.4	4.8	-2.3
USP30 inh	10.5	76.5*	6.6	0.5	1.6	-14.4	-30.8	-61.5	24.3	-0.7

11: O=C(Cn1cnc2c(nc3n2CCCCC3)c1=O)Nc1ccc(Cl)cc1
12: O=C(CSc1nc2ccc([N+](=O)[O-])cc2[nH]1)NCCc1ccccc1
13: CC1CCN(C(=O)C2CCN(S(=O)(=O)Cc3ccc(F)cc3)CC2)CC1
14: CCOc1ccc(CNC(=O)CCn2cnc3ccccc3c2=O)cc1
15: Cc1cccc(-c2nn3c(NCC4CCCO4)cc(C)nc3c2C)c1 (stereo not drawn)
16: CC1CCN(c2nc(Nc3ccc(Cl)cc3)c3cnn(C)c3n2)CC1
17: COc1cccc(C(=O)Nc2nnc3n2CCCS3)c1OC
18: COc1cc(C(=O)N(Cc2cc(=O)[nH]c3ccccc23)C(C)C)cc(OC)c1OC
19: COc1cccc(/C=C2\C(=O)N(c3cccc(C)c3)C(=O)c3ccccc32)c1
20: O=C(c1ccccc1)N(Cc1ccncc1)c1nc2ccc(Cl)cc2s1

screen / no.	11	12	13	14	15	16	17	18	19	20
USP8 inh	12.8	-117.7	-5.7	63.8*	-10.4	16.1	-17.3	19.3	65.9*	23.6
USP7 inh	-137.5	-34.8	-5.7	-7.4	-1.1	-33.9	4.0	8.7	-10.4	7.7
OTUD3 block	0.8	9.7	-3.6	3.6	-18.8	-5.6	7.3	13.8	-4.6	15.1
USP10 block	0.4	10.1	-4.5	-1.3	2.9	13.1	1.3	0.6	-7.1	3.7
USP17 inh	-3.8	-5.9	-10.8	-105.9	-25.0	8.1	3.9	18.9	43.4*	11.1
USP28 inh	6.3	25.8	-10.7	-5.3	-16.5	-9.7	8.5	13.7	4.7	14.3
UCHL1 inh	1.6	3.7	-1.1	-0.8	0.0	12.2	-1.2	4.0	-8.1	5.3
USP30 inh	6.3	-11.9	1.9	3.4	-23.2	-5.5	24.8	30.6*	-9.1	4.2

21: CC(CN=C1NS(=O)(=O)c2ccccc21)c1ccccc1 (stereo not drawn)
22: Cc1onc(C(C)C)c1C(=O)N1CCCCC1c1ccn2nccc2n1 (stereo not drawn)
23: COc1ccccc1N1CCN(CC(O)c2ccc3cc[nH]c3c2)CC1 (stereo not drawn)
24: COc1cccc(CC(=O)Nc2cc3c(cc2SC2CCCCC2)n(C)c(=O)n3C)c1
25: O=C(NC1CCCCC1)C(c1ccc(F)cc1)N(CC1CCCO1)C(=O)C1COc2ccccc2O1 (stereo not drawn)
26: Cc1ccc(S(=O)(=O)CCc2nc(-c3ccc(N4CCC(C)CC4)cc3)no2)cc1
27: c1cc(-c2cnc(C3CC3)nc2C2CCCNC2)ccn1 (stereo not drawn)
28: O=C(/C=C/c1ccccc1)N(Cc1ccc(Cl)cc1)C1CCS(=O)(=O)C1 (stereo not drawn)
29: COc1ccc(S(=O)(=O)N2CCC(C(=O)Nc3ccc4c(c3)OCO4)CC2)cc1
30: Cc1n[nH]c(C)c1S(=O)(=O)N1CCCC(O)(CN2CCC(F)(F)CC2)CC1 (stereo not drawn)

screen / no.	21	22	23	24	25	26	27	28	29	30
USP8 inh	28.7	2.3	-0.2	-21.3	15.0	25.6	-7.8	6.2	23.1	-1.5
USP7 inh	4.8	2.4	-1.2	0.0	1.7	14.1	1.4	-16.7	0.4	2.3
OTUD3 block	11.0	2.0	-3.5	-20.5	4.9	-0.1	10.6	-4.7	3.7	-5.0
USP10 block	8.8	1.2	-6.8	-6.3	0.3	0.0	0.0	0.5	3.5	-0.1
USP17 inh	13.7	0.0	-5.2	-34.9	7.3	.	9.4	3.4	29.5	-2.5
USP28 inh	15.0	1.8	-4.7	-28.5	1.4	6.5	4.9	5.6	38.0*	-16.0
UCHL1 inh	1.7	-1.1	-5.1	-5.9	-2.1	1.5	0.4	2.8	1.3	-2.2
USP30 inh	15.8	4.7	-31.8	-112.5	9.5	45.0*	-39.1	11.0	18.2	-11.2

31: Cc1ccc(-c2ncc(C(=O)Nc3ccccc3C)c(-c3ccncc3)n2)cc1
32: N#Cc1cc(C(=O)c2cc(Cl)ccc2O)cn(-c2ccccn2)c1=O
33: CCn1cnc2sc(-c3ccccc3)cc2c1=O
34: Cc1ncc(CN2CCCCC2c2nc(C)c3c(n2)N(Cc2ccccn2)C(=O)CC3)s1 (stereo not drawn)
35: Cc1ccc2cccc(NC(=O)COc3ccccc3)c2n1
36: CCCc1nc2sc3c(SCC(=O)N(c4ccccc4)c4ccccc4)ncnc3c2c2c1COC(C)(C)C2
37: CCc1nc2cc(N3CCC(C(=O)N4CCN(CC)CC4)CC3)cnc2nc1CC
38: Cc1nc(C2CCNC2)cc(N2CC3(CCCCC3)OC2=O)n1 (stereo not drawn)
39: Cc1[nH]c(C)c(S(=O)(=O)N2CCC(C(=O)N3CCCCC3)CC2)c1C(=O)N1CCCCC1
40: COc1ccc(Nc2nc(C(=O)NCc3ccc4c(c3)OCO4)cc3occc23)cc1

screen / no.	31	32	33	34	35	36	37	38	39	40
USP8 inh	41.0*	-27.8	-0.5	0.2	26.3	0.2	-62.8	-30.8	-32.8	67.1*
USP7 inh	-51.1	.	-17.2	0.7	6.2	-1.7	-32.2	2.0	-0.6	-5.9
OTUD3 block	-63.0	-24.1	-1.0	-3.6	8.9	-0.1	-121.6	15.2	0.0	-1.9
USP10 block	-2.1	-4.4	1.0	-6.5	-1.1	0.7	-3.7	0.1	-1.0	33.1*
USP17 inh	-74.9	-4.2	3.2	-13.6	17.1	5.3	-176.9	0.0	.	63.5*
USP28 inh	-83.7	-9.7	0.0	-5.2	13.4	-3.1	-126.5	10.8	-2.5	24.7
UCHL1 inh	-30.5	-71.4	1.7	-5.9	4.2	-2.2	-46.6	1.0	-1.0	6.9
USP30 inh	-412.2	-65.5	6.5	-35.2	29.5	-1.7	i	12.6	-2.3	-36.8

3 of the entries above in order of their number in UCHL1 inh, ascending:
No.	Compound	USP8 inh	USP7 inh	OTUD3 block	USP10 block	USP17 inh	USP28 inh	UCHL1 inh	USP30 inh
34	Cc1ncc(CN2CCCCC2c2nc(C)c3c(n2)N(Cc2ccccn2)C(=O)CC3)s1 (stereo not drawn)	0.2	0.7	-3.6	-6.5	-13.6	-5.2	-5.9	-35.2
39	Cc1[nH]c(C)c(S(=O)(=O)N2CCC(C(=O)N3CCCCC3)CC2)c1C(=O)N1CCCCC1	-32.8	-0.6	0.0	-1.0	.	-2.5	-1.0	-2.3
40	COc1ccc(Nc2nc(C(=O)NCc3ccc4c(c3)OCO4)cc3occc23)cc1	67.1*	-5.9	-1.9	33.1*	63.5*	24.7	6.9	-36.8

(list continues)
41: Cc1ccc(S(=O)(=O)N[C@H](C(=O)N2CCC(C(=O)N[C@@H](Cc3ccccc3)C(=O)O)CC2)C(C)C)cc1
42: Cc1cc(N2CCCCC2)nc(N2CCN(S(=O)(=O)c3ccccc3F)CC2)n1
43: CCn1c(=O)[nH]c2c(C(=O)N3CCC(Cc4ccccc4)CC3)snc2c1=O
44: O=C1CC(c2cccc(Cl)c2)c2c(c3ccccc3[nH]c2=O)O1 (stereo not drawn)
45: COc1ccccc1CNC(=O)C1=CCN(Cc2ccc(C)cc2)CC1
46: COc1cc(OC)cc(-n2c(=O)c3sccc3n(CC(=O)c3ccc(F)cc3)c2=O)c1
47: CN1CC2(CC1=O)CN(C(=O)Nc1ccccc1)CCN(S(C)(=O)=O)C2 (stereo not drawn)
48: CS(=O)(=O)c1ccc2nc(N(Cc3ccccc3)C(=O)c3cccc(Oc4ccccc4)c3)sc2c1
49: O=C(Cc1nc(-c2ccccn2)n[nH]1)Nc1cccc(F)c1
50: Cc1ccc(C)c(COC(=O)C23CCC(=O)N2c2ccccc2S3)c1 (stereo not drawn)

screen / no.	41	42	43	44	45	46	47	48	49	50
USP8 inh	23.2	2.3	4.8	-6.3	-1.2	8.1	16.3	7.5	-248.3	-0.3
USP7 inh	3.6	11.1	2.9	-9.0	-2.7	3.6	4.5	7.2	1.7	-5.8
OTUD3 block	19.8	-1.6	5.8	-5.9	0.0	8.7	25.0	3.4	7.8	4.1
USP10 block	1.6	6.3	1.1	2.8	-6.9	7.5	1.1	-1.9	-1.4	6.6
USP17 inh	16.7	0.7	5.7	15.6	-10.8	19.6	.	-0.6	-75.5	5.8
USP28 inh	9.0	-0.2	9.6	-0.6	-0.1	10.3	12.2	-1.0	-4.9	5.7
UCHL1 inh	1.3	7.1	-0.7	-2.0	-1.5	1.5	1.4	-0.1	-1.4	4.2
USP30 inh	31.9*	-1.6	23.1	-7.3	-14.4	56.3*	28.0	-8.7	-10.5	5.4

51: Cc1ccccc1-c1nnc(-c2ccc(C(=O)N(C)Cc3cccc(F)c3)cc2)o1
52: O=C1CC(CNS(=O)(=O)c2ccccc2Cl)CN1c1ccc(F)cc1 (stereo not drawn)
53: CCC(=O)N1CCc2cc(S(=O)(=O)NCCC(=O)NCc3ccccc3)ccc21
54: O=C(c1ccccn1)N1CCn2nc(-c3ccc4ccccc4c3)cc2C1
55: CC(C)(C)c1ccc(NC(=O)N2CCCN(Cc3ccc(F)cc3)CC2)cc1
56: CCCN1C(=O)C(C)(C)COc2ccc(NS(=O)(=O)c3cccc(F)c3)cc21
57: Cc1ccccc1Cn1nnc2c(=O)n(Cc3nc(-c4ccccc4)no3)cnc21
58: O=C(O)Cn1cc(C(=O)C2CC2)c2ccccc21
59: O=C(Nc1cccnc1)[C@H]1C[C@@H]2CN(S(=O)(=O)C3CC3)C[C@H]1O2
60: CCN1CCn2c(-c3ccccc3)cnc2C12CCN(C(=O)COC)CC2
61: Cc1ccc(Nc2nc(C(=O)N3CCCC3)cc3occc23)cc1Cl
62: O=C1CCSc2ccc(S(=O)(=O)CCC(=O)N3CCc4ccccc4C3)cc2N1

screen / no.	51	52	53	54	55	56	57	58	59	60	61	62
USP8 inh	16.3	13.1	-2.4	-0.1	-8.2	-8.9	-2.1	0.1	-14.0	-30.1	23.6	-1.4
USP7 inh	11.6	1.3	-2.3	-18.1	-0.6	-2.8	2.2	-0.4	0.6	-2.5	-53.2	-1.4
OTUD3 block	18.2	2.4	-1.6	0.1	-10.3	-6.3	-15.7	-3.9	-2.9	-2.5	-6.5	10.0
USP10 block	8.7	-1.5	-0.8	-0.8	1.8	-1.3	-4.7	-0.7	0.4	0.2	4.5	-1.1
USP17 inh	23.4	4.2	-7.0	-4.1	-12.7	-2.0	-4.1	2.6	-0.1	0.1	18.7	38.9*
USP28 inh	20.5	-0.2	0.7	1.7	-17.3	-9.3	-4.3	-9.7	-15.7	-8.0	0.0	17.3
UCHL1 inh	9.9	4.0	-2.6	3.3	1.3	0.0	-4.9	-3.3	-3.1	-0.1	4.2	-0.4
USP30 inh	39.7*	12.5	-23.3	2.2	-34.4	-24.2	-31.9	-14.3	-10.3	0.1	-85.2	13.4

Bioassay records from PubChem.
